GCN5L2 inh: blocks human GCN5L2 histone acetyltransferase; AID 504327; 0.21% of 390,000 active; Q92830; Potency, µM (series often up to 58.9 µM), for the others: top-dose activity change, negative = inhibition, hits mostly inhibitors; GCN5L2 HAT assay, ThioGlo1 CoA-SH fluorescence
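Free CoA generated was detected with ThioGlo1 (50uM) fluorescence at Ex340nm/Em540nm, read immediately and after 20 min at room temperature. Enzyme, 20 nM in HEPES pH 7.5 buffer, saw compounds 15 min before adding 75uM H3(1-25) peptide and 70uM acetyl-CoA.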
N370S GC: inhibits or activates N370S mutant glucocerebrosidase. P04062. N370S GC spleen homogenate, 4MU-glucoside fluorescence. Potency, µM (top dose mostly 59.4 µM), for inactives: top-dose activity change, negative = inhibition, most hits filed as inhibitors. 0.092% of 330,000 active;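 further: 0% = full enzyme activity and -100% = no enzyme basal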
FEN1 inh: inhibitors of human flap endonuclease 1; P39748; Potency, µM (titrated, usually from 114 µM), for the others: at the top dose activity change, negative = inhibition, most hits filed as inhibitors; 0.35% of 390,000 active; Recombinant FEN1 flap cleavage, fluorescence, 15 min; further: nearly all actives have a fitted effect of over 65% in size
Target sequence (P39748 whole entry, looked up): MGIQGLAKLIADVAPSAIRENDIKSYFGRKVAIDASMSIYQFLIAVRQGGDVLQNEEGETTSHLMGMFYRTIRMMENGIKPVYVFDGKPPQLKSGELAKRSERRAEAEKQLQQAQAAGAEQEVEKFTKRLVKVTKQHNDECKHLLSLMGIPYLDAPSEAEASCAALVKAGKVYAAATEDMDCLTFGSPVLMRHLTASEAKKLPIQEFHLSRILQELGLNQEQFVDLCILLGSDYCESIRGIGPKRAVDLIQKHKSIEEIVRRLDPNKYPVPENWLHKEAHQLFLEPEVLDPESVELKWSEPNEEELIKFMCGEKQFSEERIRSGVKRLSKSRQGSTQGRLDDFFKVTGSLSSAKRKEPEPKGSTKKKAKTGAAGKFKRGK
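Enzyme 10 nM, 15 min RT preincubation with compound; start with substrate 50 nM final; reads at 0 and 15 min; qHTS titration, four-parameter Hill fit.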
* hit, by the source's call; u = inconclusive; x = no result given; & = joins results of further samples; [ ] = dose if it differs, or a comment. The call rests on the fitted dose curve; in most records, active means well fitted curve in the direction sought with a large enough effect; inconclusive means small, poorly fitted or top-dose-only effect, or another doubt; inactive means no such curve, though single readings can be large; an effect the other way counts as inactive or inconclusive. Unless noted, on the % scale 0 is the no-effect control and ±100 the full control effect; potency means the concentration at half of the fitted maximal effect. Compounds were not picked by outcome; 0.54% or so of the library scored in one or more.

SMILES	N370S GC	GCN5L2 inh	FEN1 inh
COc1ccc(OC)c([N+](=O)[O-])c1C(N)=O	8%	-1%	u
COc1ccc(C(=O)NCC(C)C)c(OC)c1	10%	-3%	-1%
O=C(CCSCc1ccccc1)Nc1ccc2c(c1)OCCO2	u	0%	-15%
O=C(N/N=C/c1cc(Br)c(O)c(Br)c1)c1cc2c(ccc3ccccc32)o1	-1%	u	56µM*
Cc1cccc(CN2CC34CCC(CC3S2(=O)=O)O4)c1 (centres undefined)	0%	x	-3%
COC(=O)CNC(=O)COC(=O)/C=C/c1ccc(F)cc1	2%	-12%	5%
C/C(=N\NC(=S)Nc1c(C)cccc1C)c1ccc(OC(F)F)cc1	15%	-2%	6%
COc1cccc(NS(=O)(=O)c2ccc3c(c2)CCCN3C(=O)C2CCC2)c1	x	-17%	-22%
CSc1cccc(NC(=O)C2CCN(C(=O)c3cnn(-c4ccccc4)c3-n3cccc3)CC2)c1	x	-7%	0%
CS(=O)(=O)Nc1ccc(C(=O)NCC2CCCO2)cc1 (centres undefined)	-12%	3%	-2%

Further structures
SMILES	N370S GC	GCN5L2 inh	FEN1 inh
COc1ccc(N(CC(=O)N2CCCC(C)C2)S(=O)(=O)c2c(C)nn(C)c2C)cc1 (centres undefined)	1%	-7%	-2%
Cc1cc(S(=O)(=O)Nc2cccc(-c3ccc(N4CCOCC4)nn3)c2)c(C)cc1Cl	x	-5%	-16%
CC(=O)Nc1ccc(N2C(=O)CSC2c2c(F)cccc2Cl)cc1 (centres undefined)	4%	-4%	3%
Cc1ccccc1C(=O)NC(=S)NCC(=O)c1ccccc1	4%	-1%	4%
O=C(CCC1CCCN(C(=O)c2ccc3c(c2)OCO3)C1)N1CCN(c2ccccn2)CC1 (centres undefined)	5%	1%	-7%
Cc1cc(C)c(C)c(S(=O)(=O)N2CCN(C(=O)c3cc(=O)[nH]c4ccccc34)CC2)c1C	3%	-5%	-3%
CCn1c(C(=O)N2CCC(C(=O)NCc3cccs3)CC2)cc2sccc21	-1%	-6%	-10%
Cc1cccc(NC(=O)/C(C#N)=C/c2ccc[nH]2)c1C	-1%	-5%	-7%
COc1ccc(NC(=S)NCCc2c(C)[nH]c3ccc(OC)cc23)cc1	14%	-6%	-19%
O=C(c1ccccc1F)N1CCN(c2cccc(C(F)(F)F)c2)CC1	-2%	0%	-19%

Part of the list above in order of number of heavy atoms, lowest first.
SMILES	N370S GC	GCN5L2 inh	FEN1 inh
COc1ccc(OC)c([N+](=O)[O-])c1C(N)=O	8%	-1%	u
CS(=O)(=O)Nc1ccc(C(=O)NCC2CCCO2)cc1 (centres undefined)	-12%	3%	-2%
Cc1ccccc1C(=O)NC(=S)NCC(=O)c1ccccc1	4%	-1%	4%
COc1ccc(NC(=S)NCCc2c(C)[nH]c3ccc(OC)cc23)cc1	14%	-6%	-19%
O=C(N/N=C/c1cc(Br)c(O)c(Br)c1)c1cc2c(ccc3ccccc32)o1	-1%	u	56µM*
Cc1cc(C)c(C)c(S(=O)(=O)N2CCN(C(=O)c3cc(=O)[nH]c4ccccc34)CC2)c1C	3%	-5%	-3%
O=C(CCC1CCCN(C(=O)c2ccc3c(c2)OCO3)C1)N1CCN(c2ccccn2)CC1 (centres undefined)	5%	1%	-7%

(more compounds)
SMILES	N370S GC	GCN5L2 inh	FEN1 inh
CCOC(=O)c1c(NC(=S)Nc2ccccc2)sc(C)c1C	-21%	-2%	-5%
Cc1cc(C)nc(NS(=O)(=O)c2ccc(N/C=C\C(=O)c3ccc(Cl)cc3)cc2)n1	2%	-13%	-7%
C#CCOCCOCCOCCNc1nc(N2CCN(C(=O)CCCCCCCCCCNC(=O)[C@H](CCCCN)n3cc(C)nn3)CC2)nc(N2CCN(C(=O)CCCCCCCCCCNC(=O)[C@H](CCCCN)n3cc(CCCC(=O)O)nn3)CC2)n1	u	4%	-30%
COC(=O)c1c(NC(=O)c2ccccc2N(C)S(=O)(=O)c2ccccc2)sc2c1CCCC2	17%	-3%	-8%
Cc1ccccc1OCCC(=O)OCC(=O)NCCNC(=O)COC(=O)CCOc1ccccc1C	-10%	-7%	-18%
O=C(Nc1cc(C(F)(F)F)ccc1N1CCCC1)C1CCCO1 (centres undefined)	x	-1%	3%
Cc1nc2scc(-c3cccs3)c2c(=O)n1N	-1%	-2%	5%
CC1=C(C(N)=O)C(c2ccccn2)n2nc(SCc3ccccc3)nc2N1 (centres undefined)	-10%	-5%	-6%
CC(CN1CCCCC1)OC(=O)/C=C/c1ccccc1 (centres undefined)	-5%	-12%	-12%
COc1cc(/C=N\NC(=O)c2ccc(=O)[nH]n2)cc(OC)c1OC	-11%	-7%	1%

(more compounds)
SMILES	N370S GC	GCN5L2 inh	FEN1 inh
CCCC(C1=C(O)CC(C)(C)CC1=O)C1C(=O)CC(C)(C)CC1=O (centres undefined)	3%	3%	5%
COC(=O)c1cc(Cl)cc(Cl)c1OS(=O)(=O)N(C)C	-3%	-6%	-4%
Cc1cc(C)c(S(=O)(=O)c2cccc(C)c2C)c(=O)[nH]1	-9%	-28%	1%
Cc1nn(Cc2ccccc2)c(C)c1CNC(=O)[C@H](C)N=C1NS(=O)(=O)c2ccccc21	x	-2%	3%
COc1cc(C)c(Br)cc1S(=O)(=O)NCc1ccncc1	11%	-3%	-2%
CCn1c(C(=O)N2CCCC(C(=O)NCCCc3ccccc3)C2)cc2sccc21 (centres undefined)	7%	-4%	-18%
O=C(NCC1(N2CCOCC2)CCCCC1)c1cccc(S(=O)(=O)N2CCc3ccccc3C2)c1	-9%	-9%	11%
CC(=O)N1CCN(C(=O)c2ccc(Cl)c(S(=O)(=O)N3CC(C)OC(C)C3)c2)CC1 (centres undefined)	x	3%	-3%
O=C(NCC1CCCN(C(=O)CN2CCCCC2)C1)c1ccccc1Cl (centres undefined)	-5%	-2%	13%
CCOC(=O)C(=NCCCN(C)C)NNc1ccc(Br)cc1	-1%	-1%	19%

(listing goes on)
SMILES	N370S GC	GCN5L2 inh	FEN1 inh
O=C(Nc1ncccc1Cl)c1ccccc1F	1%	-1%	3%
O=C(O)c1c2c(nc3ccc(S(=O)(=O)N4CCC(C(=O)NCc5ccc(Cl)cc5)CC4)cc13)CCCC2	-25%	-14%&-6%	-2%&-2%
OCC[C@H]1C[C@H](O)[C@@H](O)[C@@]2(OCCCc3ccccc32)O1	-3%	-6%	-5%
COc1cc(C(C(=O)NC2CCCC2)N(C(=O)Cc2cccs2)C2CC2)cc(OC)c1OC (centres undefined)	-23%	0%	-2%
O=C(c1cc(F)cc(F)c1)N1CCC(c2nc(-c3ccc(S(=O)(=O)N4CCCC4)cc3)no2)CC1	x	0%	-8%
O=C(Nc1nc2ccccc2[nH]1)c1ccc(F)c(S(=O)(=O)N2CCOCC2)c1	-6%	6%	4%
Cc1cc(C)c2nc(NNC(=O)c3cc(-c4cccs4)nc4ccccc34)sc2c1	-5%	-1%	0%
CCOc1ccc(-c2noc(CSc3nnc(Cc4ccccc4)n3-c3ccc(F)cc3)n2)cc1	x	-10%	10%
N#Cc1ccc(NCC(=O)Nc2ccc3c(c2)OCCO3)cc1	-2%	5%	-9%
Cc1ccc(C)c(NC(=O)CSc2ncc3c(n2)-c2ccccc2N(Cc2ccccc2C)S3(=O)=O)c1	x	1%	21%

Other records follow.
SMILES	N370S GC	GCN5L2 inh	FEN1 inh
Cc1cc(Br)ccc1NC(=O)CNC(=O)CN1C(=O)NC2(CCCCCC2)C1=O	1%	3%	-3%
O=S(=O)(Nc1cccc(Br)c1)c1cccc2nsnc12	-10%	-4%	1%
CC(Sc1n[nH]c(=O)n1Cc1ccccc1)C(=O)NC1CCCCC1C (centres undefined)	2%	-21%	-8%
O=C(CSc1nnc(-c2cccnc2)o1)c1cc2ccccc2oc1=O	4%	-24%	-16%
COc1ccc(NC(=O)CN(C)C(=O)c2sc3cc(Cl)ccc3c2Cl)cc1	-4%	2%	3%
COCCN=C(NS(=O)(=O)c1cccs1)c1ccccc1Cl	x	-4%	19%
COc1ccc(C(=O)NC(=S)NC2CCCCC2)cc1	0%	-9%	-9%
CCn1c(COc2ccccc2)nnc1SCC(=O)Nc1cc(C)ccc1OC	11%	-9%	-4%
O=C1NC(=O)/C(=C/c2ccc(OS(=O)(=O)c3ccc(F)cc3F)cc2)N1	0%	-16%	11%
CCOC(=O)c1c(NC(=O)CSC(=S)N2CCOCC2)sc(C)c1C	18%	1%	1%

The list goes on:
SMILES	N370S GC	GCN5L2 inh	FEN1 inh
Cc1ccc(C(=O)NNC(=O)c2ccncc2)cc1C	-7%	0%	7%
Cc1nc2ncnn2c(C)c1CCC(=O)NC(C)c1ccc2c(c1)OCCO2 (centres undefined)	2%	-3%	11%
Cc1ccc(NC(=S)Nc2ccc(S(=O)(=O)Nc3ncccn3)cc2)c(C)c1	1%	-4%	-12%
CCCCc1nc(NCc2ccccc2)c(C#N)c2c1CCCC2	-8%	-9%	11%
O=C(O)C1CCCCC1C(=O)NCc1ccncc1 (centres undefined)	-26%	0%	3%
O=C(c1c(F)cccc1F)N1CCN=C1SCc1ccccc1	11%	8%	-3%
COc1ccc(C(=O)NCC(=O)N2CCN(c3ncccn3)CC2)cc1OC	x	-1%	9%
CC(=O)NC(CC(=O)Nc1cccc(S(=O)(=O)N2CCCCC2)c1)c1ccccc1 (centres undefined)	-4%	-6%[0.501 µM]	-4%
O=C(Cn1nc(-c2ccccc2)c2cnc3ccccc3c21)Nc1ccccc1	x	-9%	-3%
O=C(CCNC(=O)OCc1ccccc1)NC1CCCCC1	5%	1%	-4%

The list continues:
SMILES	N370S GC	GCN5L2 inh	FEN1 inh
CCCN1CCN(CCCNC(=S)Nc2ccc(F)cc2)CC1	-21%	-12%	7%
CC(=O)NC1(C(F)(F)F)N=C2SCCN2C1=O (centres undefined)	26%	3%	7%
O=C(O)C1(c2ccccc2)CCN(S(=O)(=O)c2ccc(Cl)s2)CC1	3%	-11%	-3%
COc1cc2nc(CN3CCN(S(=O)(=O)c4ccc(Br)cc4)CC3)[nH]c(=O)c2cc1OC	x	-4%	-21%
Cc1csc(SC(C)C(=O)NCC(=O)Nc2ccc(F)c(F)c2F)n1 (centres undefined)	-6%	-11%	-14%
CCOC(=O)N1CCN(C(=O)CCNS(=O)(=O)c2ccccc2)CC1	-4%	u	3%
Cc1ccc(C)c2c1cc(C)c1nnc(SCC(=O)c3cccs3)n12	6%	2%	-17%
CNC(=O)C1CC(=O)N(c2ccc(OCC(=O)Nc3ccccc3C)cc2)C1 (centres undefined)	-1%	0%	-4%
Cc1ccc(CNC(=O)CC2Oc3ccccc3NC2=O)cc1 (centres undefined)	x	1%	-3%
CC(NC(=O)COC(=O)CCN1C(=O)C2CC=CCC2C1=O)c1ccc(Br)cc1 (centres undefined)	x	-1%	12%

The results go on:
SMILES	N370S GC	GCN5L2 inh	FEN1 inh
CCN(CC)c1ccc(NC(=O)c2cccc(OC)c2)c(C)c1	1%	-2%	0%
COc1ccccc1CNC(=O)C1Cc2cc(S(=O)(=O)N3CCCCC3)ccc2N1C(C)=O (centres undefined)	-4%	u	11%
CS(=O)(=O)N1CCN(c2ccc([N+](=O)[O-])c(NCc3cccnc3)c2)CC1	10%	-13%	-18%
Cn1cc(CCC(=O)NCCCc2ccccc2)c2ccccc21	-4%	-1%	-15%
C#CCSc1nc2sc3c(c2c(=O)n1Cc1ccccc1)CCCC3	x	-8%	-17%
Cc1ccc(CNC(=O)C2CNc3cc(C)ccc3O2)cc1 (centres undefined)	-2%	-6%	4%
COc1ccc(-c2csc(NC(=S)NC(=O)c3ccco3)n2)cc1	-15%	-1%	-1%
Cc1cc(C)c(C(=O)CSc2nc3ccccc3c(=O)[nH]2)cc1C	-13%	-2%	-1%
CCN(CC)c1ccc(S(=O)(=O)N(CC)CC)cc1NC(=O)c1cccnc1	17%	-4%	1%
CC(C)N(C)Cc1cn(C)nc1-c1ccc(Oc2ccccc2)cc1	-6%	-7%	3%

(cont.)
SMILES	N370S GC	GCN5L2 inh	FEN1 inh
CCCNS(=O)(=O)c1ccc(OCC(=O)N2CCN(c3ccccc3)CC2)cc1	-2%	-7%	-11%
CC(C)(C)[C@H]1CCC(=O)N([C@H](CSc2ccccc2)Cc2ccccc2)CC1	-3%	2%	7%&17%
CCOc1ccc(N2C(=O)CC(NCCNc3ccc([N+](=O)[O-])cn3)C2=O)cc1 (centres undefined)	-10%	-5%	-11%
COc1ccc(S(=O)(=O)N[C@H](C(=O)N2CC[C@@]3(O)CCCC[C@H]3C2)c2ccccc2)cc1	-7%	-1%	-3%
Cc1ccc(NC(=O)N2CCC(NC(=O)c3cccc(C)c3)CC2)cc1	6%	-7%	11%
COc1ccc(NC(=O)COc2ccc3oc(=O)cc(C)c3c2)cc1	3%	-9%	-3%
CNc1oc(Cc2ccccc2)nc1S(=O)(=O)c1ccccc1	1%	-3%	-1%
O=C(O)CCCn1cc(NC(=O)COc2ccccc2)cn1	-3%	1%	-10%
NC1=NC(S)C2N=CN=C2N1 (centres undefined)	0%	-15%	x

Compound activity from PubChem BioAssay.
